# Abeta rescue = qHTS for compounds that reverse cellular toxicity of Amyloid beta (A-beta) peptide in yeast: Primary Screen; yeast expressing A-beta42, growth rescue, OD600, 48 h; response scale: 0% DMSO, 100% iron-clioquinol control; Potency, µM (series often up to 46.1 µM), for the others: at the top dose growth rescue, actives largely listed as activators; actives 0.063% (n = 410,000); AID 1347071, 2019; further: potency means the concentration at half of the fitted maximal effect; nearly all actives have a fitted effect of over 55% in size
#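 Yeast growth medium received pinned compounds, then yeast cells expressing toxic A-beta were added; plates incubated at 30 C for 48 hr. Growth read as absorbance at 600 nm, normalized to DMSO and equimolar FeCl3 plus clioquinol controls.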
# Akt phos inh = HTS Assay for Inhibitors of Akt Phophorylation: Primary Screen; actives 0.32% (n = 360,000); activity change, % for hits at 50 µM; Neuro2A IGF-stimulated pAkt S473 HTRF, 20 min; hits give low values; AID 651550, 2012; in the data active means activity change below about -80%; inconclusive means mostly about -51% to -80%; further: on the % scale 0 is the no-effect control and ±100 the full control effect
#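 Neuro2A cells (4,500/well, DMEM with 0.5% FBS) were treated with compound at a single 50 µM final concentration, stimulated with 6 nM IGF for 20 min at 37 °C, and lysed. Phospho-Akt Ser473 was read by HTRF as 665/615 ratio ×10^4.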
# PTHR1 agonist = qHTS for PTHR1 Agonists: Primary Screen | Parathyroid hormone/parathyroid hormone-related peptide receptor (Homo sapiens), Q03431 | HEK293 GP2 PTHR1 cells, GloSensor cAMP luminescence, 1 h | Potency, µM (series often up to 115 µM), for inactives: at the highest dose activation, usual class: activators | actives 0.075% (n = 410,000) | AID 743266, 2014; further: potency means the concentration at half of the fitted maximal effect; nearly all actives have a fitted effect of over 55% in size; some results filed as inactive show a strong effect at the top dose; inactives centre near -15; many of its hits are not listed in these tables
#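 HEK-293-derived GP2 cells expressing PTHR1 and a GloSensor cAMP reporter, 3,000/well, plated overnight, given luciferin plus IBMX (each 0.5 mM as added) for 1 h at 37 °C, then compound for 1 h at 37 °C. Luminescence was read after 15 min at room temperature.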
# GLP1R ag = qHTS of GLP-1 Receptor Agonists; actives 0.007% (n = 380,000); Glucagon-like peptide 1 receptor (Homo sapiens), P43220; HEK293 GLP-1R CRE-luciferase, luminescence, 4-6 h; cells express a hypersensitive GLP-1R form; Potency, µM (titrated, usually from 45.6 µM), for inactives: at the highest dose activation, usual class: activators; AID 624172, 2012; further: potency means the concentration at half of the fitted maximal effect; % of control where 0% means no effect
# Target sequence (P43220 whole entry, looked up): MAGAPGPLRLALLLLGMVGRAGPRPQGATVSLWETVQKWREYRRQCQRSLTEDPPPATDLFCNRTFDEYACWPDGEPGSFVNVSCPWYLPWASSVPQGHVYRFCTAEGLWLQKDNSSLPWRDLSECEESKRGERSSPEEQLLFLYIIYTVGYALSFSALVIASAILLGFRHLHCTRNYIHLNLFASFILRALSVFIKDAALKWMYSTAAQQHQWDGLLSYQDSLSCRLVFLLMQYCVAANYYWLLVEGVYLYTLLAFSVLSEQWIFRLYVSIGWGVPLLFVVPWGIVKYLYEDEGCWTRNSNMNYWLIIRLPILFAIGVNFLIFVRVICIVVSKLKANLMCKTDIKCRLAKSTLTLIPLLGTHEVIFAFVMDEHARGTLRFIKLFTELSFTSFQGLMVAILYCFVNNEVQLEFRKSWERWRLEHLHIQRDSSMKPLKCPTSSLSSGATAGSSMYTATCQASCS
# GLP-1R inv ag = qHTS of GLP-1 Receptor Inverse Agonists (Inhibition Mode); Potency, µM (top dose mostly 38.3 µM), without a hit: top-dose activity change, negative = inhibition, hits mostly inhibitors; HEK293 GLP-1R CRE-luciferase, luminescence, 24 h; GLP-1R form is constitutively active; actives 1.6% (n = 410,000); AID 624417, 2012; Glucagon-like peptide 1 receptor (Homo sapiens), P43220; further: potency means the concentration at half of the fitted maximal effect; on the % scale 0 is the no-effect control and ±100 the full control effect; nearly all actives have a fitted effect of over 55% in size
#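 Inverse agonism was detected as reduced cAMP-driven luciferase luminescence after 24 h compound treatment. The cells were HEK293 clones expressing constitutively active human GLP-1R with the reporter. Reporter-only and GPR119 cell lines served as counterscreen controls.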
# TDP-43 yeast inh = qHTS of TDP-43 Inhibitors. actives 1.8% (n = 410,000). TDP-43 expressing yeast growth rescue, BacTiter-Glo, 24 h. Potency, µM (doses to about 46.1 µM), inactives show at the top dose growth rescue (activation), most hits filed as activators; further: potency means the concentration at half of the fitted maximal effect; % of control where 0% means no effect; nearly all actives have a fitted effect of over 50% in size
#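 Luminescence from BacTiter-Glo reports growth of TDP-43-expressing yeast after 24 hr at 30 deg C with compound. Cells were raffinose-pregrown to mid-log, then seeded in galactose medium at OD600=0.02.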
# aSyn rescue = qHTS of alpha-syn Inhibitors | Yeast expressing alpha-synuclein, growth rescue, BacTiter-Glo, 24 h | Potency, µM (top dose mostly 46.1 µM), for inactives: top-dose growth rescue (activation), most hits filed as activators | actives 0.14% (n = 370,000); further: potency means the concentration at half of the fitted maximal effect; % of control where 0% means no effect; nearly all actives have a fitted effect of over 65% in size
#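 Galactose-induced alpha-syn yeast (OD600=0.02, raffinose-pregrown) + pinned cpd, 24 hr, 30 deg C; growth by BacTiter-Glo luminescence. Growth restoration scores as activation.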
# FUS suppressor = qHTS for Suppressors of FUS Proteinopathy: Primary screen using FUS-linked yeast assay | S. cerevisiae FUS-expressing, growth rescue, OD600, 24 h | Potency, µM (titrated, usually from 76.6 µM), inactives show at the top dose growth rescue (activation), most hits filed as activators | actives 0.24% (n = 390,000);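 further: potency means the concentration at half of the fitted maximal effect; plate controls were DMSO vehicle for no effect and reference control for full effect; nearly all actives have a fitted effect of over 55% in size; some results filed as inactive show a strong effect at the top dose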
#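 Toxicity suppression screen in FUS-yeast. Cells induced with 2% galactose, starting OD 0.005, treated 24hr at 30C with compounds at multiple final concentrations; growth by OD600.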
# D3 antag = qHTS of D3 Dopamine Receptor Antagonist: qHTS; D3R cells, DiscoveRx beta-arrestin luminescence, antagonist mode; hits give low values; max response, negative = inhibition, %; actives 2.5% (n = 360,000); AID 652054, 2013; in the data active means max response below about -50%; inconclusive means no clear call, values can overlap the other calls; further: on the % scale 0 is the no-effect control and ±100 the full control effect; mostly tested at two doses, the higher about 12 µM
# Target sequence (P35462 whole entry, looked up): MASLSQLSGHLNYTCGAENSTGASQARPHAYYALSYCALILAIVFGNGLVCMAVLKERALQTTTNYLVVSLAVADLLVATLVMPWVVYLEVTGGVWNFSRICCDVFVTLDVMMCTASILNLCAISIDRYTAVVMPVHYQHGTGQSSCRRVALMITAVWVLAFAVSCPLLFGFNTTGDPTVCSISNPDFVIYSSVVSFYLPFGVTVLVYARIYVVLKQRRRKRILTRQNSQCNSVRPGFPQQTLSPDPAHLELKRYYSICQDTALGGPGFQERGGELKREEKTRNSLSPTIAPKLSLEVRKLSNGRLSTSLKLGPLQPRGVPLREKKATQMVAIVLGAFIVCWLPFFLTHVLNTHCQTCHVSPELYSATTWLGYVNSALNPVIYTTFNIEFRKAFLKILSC
#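 Cells expressing the human receptor were seeded at 1500 cells/well, incubated overnight at 37 degrees C in 5% CO2, then exposed to library compounds with dopamine controls for 90 minutes at 37 degrees C before luminescent detection.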
# Active calls of the source: *; i = inactive; ? = inconclusive; . = not tested or not shown; [ ] = dose if it differs, or a comment. Unless noted, the call rests on the fitted dose curve; in most records, active means well fitted curve in the direction sought with a large enough effect; inconclusive means small, poorly fitted or top-dose-only effect, or another doubt; inactive means no such curve, though single readings can be large; an effect the other way counts as inactive or inconclusive. These rows are one share of the data; the hit share may differ from the screen's.
SMILES,Abeta rescue,Akt phos inh,PTHR1 agonist,GLP1R ag,GLP-1R inv ag,TDP-43 yeast inh,aSyn rescue,FUS suppressor,D3 antag
CCN(CC(=O)Nc1cccc(C(C)=O)c1)S(=O)(=O)c1ccc(OC)cc1,0%,i,i,4%,21%,-1%,-1%,-9%,-2
CSc1cccc(N2C(=O)N(CC(=O)NCc3ccccc3Cl)c3ccccc3S2(=O)=O)c1,-1%,.,-7%,-1%,4%,17%,.,11%,.
Cc1ccc2cc(CN(C(=O)c3ccco3)c3ccccc3C)c(=O)[nH]c2c1,8%,-112%*,i,4%,?,11%,3%,33%,8
Cn1c(Oc2cccnc2CN2CCCC2)nc2cc(-c3cccc(C(F)(F)F)c3)sc2c1=O,2%,i,-12%,2%,1%,0%,5%,24%,6
CCOC(=O)c1[nH]c(=O)[nH]c1CSc1nc(C)cc(C)n1,10%,i,i,4%,26%,4%,-5%,-4%,?
COc1ccc(CNC(=O)Nc2nc(C(N)c3ccccc3)cs2)cc1 (configuration not stated),-10%,i,-14%,-7%,?,?,1%,19%,-22
CCOC(=O)Nc1ccc2c(c1)nc1n2CCN(CCOC)C1,-2%,i,5%,21%,1%,-24%,-5%,42%,-17
CC1=C(C(=O)N2CCCCCC2)CC(CC(=O)NCCCN(C)C)C(=O)N1Cc1ccccc1 (configuration not stated),0%,i,i,10%,4%,29%,2%,-2%,11
CCc1nnc(NC(=O)c2ccc(S(=O)(=O)NCC(C)C)cc2)s1,0%,i,12%[57.5 µM],-2%,2%,-15%,3%,19%,10
CSc1nc2nc(C)cc(-c3ccccc3)n2n1,-21%,i,i,9%,27%,-13%,?,46%,-3
Cc1cc(C)c2cc(C#N)c(NCCNC(=O)c3cccnc3)nc2c1,4%,i,i,.,13%,3%,-11%,1%,15
CCOC(=O)c1ccc(N=Cc2c(O)c3ccccc3oc2=O)cc1,0%,i,i,7%,6%,-18%,8%,18%,-19
CN(C)CCn1c2c(c(SCC(=O)N3CCc4ccccc43)nc1=O)CCCC2,-4%,i,-3%,-1%,?,6%,-2%,20%,20
Cc1nn(-c2ccccc2)c2c1C1(C(=O)N(C)c3ccccc31)N(c1ccccc1)C(=O)N2 (configuration not stated),4%,i,i,0%,17%,0%,0%,10%,-7
COc1ccc(C(=O)Nc2cc3c(cc2C#N)OCO3)cc1S(=O)(=O)N1CCN(C)CC1,-2%,i,2%,-1%,-11%,3%,-6%,-4%,-1
COc1ccc(C(=O)NCc2nnc(SCC(=O)Nc3cc(C)cc(C)c3)o2)cc1OC,9%,i,-27%[57.5 µM],-1%,10%,10%,6%,6%,14
C/C(CCS(=O)(=O)c1ccccc1)=N/O,-6%,i,i,1%,1%,-19%,-1%,21%,-6
O=C(O)CCSSCCC(=O)O,-6%,i,i,2%,1%,22%,9%,-34%,4
OCCC1CN(Cc2cccn2-c2ccccn2)CCN1C1CCCCC1 (configuration not stated),-10%,i,i,1%,0%,-23%,-3%,13%,-6
N/C(Cn1cncn1)=N\NC(=O)C(=O)Nc1ccccc1,8%,i,-22%,3%,-3%,-15%,0%,6%,-16
O=C(O)c1ccc(CSc2nnc(Cc3ccccc3)o2)cc1,?,i,-8%[57.5 µM],4%,0%,-14%,1%,32%,1
CN(C)/C=N/C(=S)Nc1ccc(Br)cc1F,6%,i,-2%[57.5 µM],6%,0%,12%,-5%,4%,-7
O=C(Cn1cc(COc2ccccc2[N+](=O)[O-])nn1)c1ccc(O)cc1,-2%,i,i,-4%,13%,6%,4%,-14%,-9
O=C(O)c1cncc(SCc2ccccc2)n1,-6%,i,i,-1%,1%,-2%,4%,11%,-18
Cn1ncc(Br)c1C(=O)N1CCCCCC1,6%,i,i,1%,6%,-13%,1%,-4%,12
SMILES,Abeta rescue,Akt phos inh,PTHR1 agonist,GLP1R ag,GLP-1R inv ag,TDP-43 yeast inh,aSyn rescue,FUS suppressor,D3 antag
Cc1onc(-c2ccccc2)c1C(=O)OCC(=O)N1CCCCC1,-5%,i,-15%,-2%,-8%,6%,1%,-40%,2
CCCNC(=O)c1ccccc1NC(=O)c1ccc2c(c1)NC(=O)C(C)S2 (configuration not stated),11%,i,-9%,23%,?,21%,1%,?,21
CCOC(=O)C1CCN(c2ncnc3c2oc2ccc(Br)cc23)CC1,-30%,i,?,?,0%,?,-7%,45%,10
CCCN1CCN(C(=O)Cn2c(=O)oc3cc(S(=O)(=O)NCc4ccccc4)ccc32)CC1,1%,i,-10%,6%,-13%,18%,-7%,-11%,12
CCn1nc(C)c2c(-c3ccccc3)cc(=O)n(C(C)C(=O)NCCc3ccc(Cl)cc3)c21 (configuration not stated),-10%,.,-17%,.,?,22µM*,.,?,.
O=C(NCCC1CCCCN1S(=O)(=O)c1ccc(F)cc1)C(=O)NC1CCCC1 (configuration not stated),12%,i,-6%,-5%,-15%,10%,-2%,22%,-12
Cc1cc(C(=O)COC(=O)Cc2n[nH]c(=O)c3ccccc23)c(C)n1-c1ccc2c(c1)OCO2,11%,i,i,3%,?,?,?,.,0
Cc1sc(NC(=O)CN(Cc2ccccc2)C(=O)C2CC2)c(C(N)=O)c1C,4%,i,-2%,11%,13%,19%,6%,-2%,3
CC1(C)Cc2ccccc2C(/C(=N/O)C(N)=O)=N1,-12%,i,19%[57.5 µM],11%,5%,-23%,3%,?,-21
COC(CNC(=O)c1ccc(CS(=O)(=O)c2ccc(C)cc2)o1)OC,-1%,i,-11%,-6%,6%,-24%,-7%,3%,-12
O=Cc1ccc(C(=O)OCC(=O)NCc2ccco2)cc1,0%,i,-23%,-2%,7%,-4%,3%,32%,-5
O=C(Nc1nc(-c2ccccc2)cs1)C1CCCN(S(=O)(=O)c2ccccc2)C1 (configuration not stated),13%,i,i,-19%,-5%,13%,11%,37%,43
CCOc1cc(NC(=O)C(C)C)c(OCC)cc1NC(=O)Nc1ccccc1,11%,i,-1%,-2%,21%,3%,0%,-12%,6
CC(=O)Nc1cccc(NC(=O)C2CCCN2C(=O)Nc2cccc(F)c2)c1 (configuration not stated),9%,i,i,3%,13%,-11%,14%,16%,-1
Cc1ccc2cccc(NC(=O)COc3ccccc3Cl)c2n1,-2%,.,-30%,1%,3%,0%,.,3%,.
COc1ccc(S(=O)(=O)N2CCOC2CNC(=O)C(=O)NCCN2CCOCC2)cc1OC (configuration not stated),4%,i,-18%,-1%,8%,0%,2%,.,8
CSC1=N/C(=C\c2c(F)cccc2Cl)C(=O)S1,-6%,i,i,-3%,4%,-11%,-2%,.,-16
CCOC(=O)C1(Cc2cccc(OC)c2)CCN(Cc2cnc(N)nc2)CC1,-9%,i,i,14%,-29%,-18%,1%,7%,-27
COc1cccc(C(=O)N(Cc2cc3cc(C)ccc3[nH]c2=O)CC2CCCO2)c1 (configuration not stated),-2%,i,i,8%,0%,-10%,-12%,25%,15
Cc1c(N=Cc2ccc(O)c(Br)c2)cccc1[N+](=O)[O-],-3%,i,i,0%,12%,-18%,-15%,.,21
Clc1ccc(-c2noc(CCCOc3ccccc3)n2)cc1,1%,i,i,-8%,-2%,0%,2%,11%,21
COc1ccccc1OCCc1nnc(N)s1,-12%,i,-14%,-10%,2%,-22%,-13%,7%,19
COc1cccc(/C=C2/SC(=S)N(CC(=O)NNC(=O)c3ccccc3OC)C2=O)c1,-16%,i,-3%,0%,7%,0%,1%,-4%,0
Clc1ccc(Cc2noc(CN3CCN(c4ccccc4)CC3)n2)c(Cl)c1,27%,i,-6%[57.5 µM],3%,?,?,11%,21%,-15
CCCc1cc(C(=O)NCc2cccs2)no1,0%,i,-40%[inhibitor],-1%,18%,20%,7%,-5%,19
SMILES,Abeta rescue,Akt phos inh,PTHR1 agonist,GLP1R ag,GLP-1R inv ag,TDP-43 yeast inh,aSyn rescue,FUS suppressor,D3 antag
CC(C)(C)n1nnnc1C(c1cccs1)N(Cc1cccnc1)Cc1ccco1 (configuration not stated),9%,i,i,8%,?,9%,3%,-6%,?
CCN1C(=O)c2ccccc2S(=O)c2ccc(C(=O)N3CCN(C(=O)c4ccco4)CC3)cc21 (configuration not stated),4%,i,i,-2%,11%,10%,0%,-7%,14
O=C(NCC(=O)N(c1ccccc1)C(C(=O)NC1CCCCC1)c1cccnc1)c1cccs1 (configuration not stated),-1%,i,-2%,1%,1%,-7%[9.22 µM],8%,18%,-16
Cc1ccc(N(CC(=O)Nc2ccc(Br)c(C)c2)S(=O)(=O)c2cccs2)cc1,-3%,.,-46%[inhibitor],1%,-8%,18%,.,-15%,.
O=[N+]([O-])c1ccc(C(=S)N2CCN(Cc3ccccc3)CC2)cc1,4%,i,-27%[57.5 µM],-7%,?,5%,3%,6%,-3
CC(C)c1ccc(N(CC(=O)NCc2ccc(F)cc2)C(=O)c2csnn2)cc1,-10%,i,-9%,-3%,?,16%,2%,29%,?
CCc1ccc(OCCNC(=O)c2ccco2)cc1,8%,i,i,4%,?,27%,1%,-14%,3
O=C(NCc1ccco1)c1cc2n(n1)C(C(F)(F)F)CC(c1ccc(F)cc1)N2 (configuration not stated),-5%,i,-14%[57.5 µM],-3%,0%,29%,-1%,3%,?
COC(=O)c1cc([N+](=O)[O-])c(-n2cncn2)c([N+](=O)[O-])c1,-2%,i,10%,6%,0%,-1%,-9%,-12%,?
CCOc1ccc(NC(=O)CC2C(=O)N(c3ccc(Cl)cc3)C(=O)N2Cc2cccs2)cc1 (configuration not stated),-2%,.,i,.,5%,14%,.,-3%,.

# Screening data (PubChem)
